PERK inh: blocks human PERK kinase. Q9NZJ5. CHO PERK-DD fusion, SEAP luminescence translation reporter. inhibition, % at 5.6 µM. hit rate 0.17% among 220,000;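 active = inhibition above the mean inhibition of all tested compounds plus 3 SD, set separately per screening campaign, cut at about 2.9% in these data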;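 also: PERK kinase domain activated by AP20187 dimerizer at 100 nM; 0% = DMSO with dimerizer and 100% = rapamycin at 8.4 µM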
S1P4 antag: blocks the human S1P4 receptor; O95977; S1P4-expressing cells, antagonist mode, reporter read-out; inhibition, % at 4.98 µM; hit rate 0.26% among 220,000; in the data active = inhibition above about 29%;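 also: 0% = wells stimulated with agonist and 100% = vehicle wells without agonist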
EP2 modulator: modulators of human EP2 prostaglandin E2 receptor. EP2-expressing cells, cAMP HTRF FRET, PGE2 co-stimulation. P43116. hit rate 0.83% among 260,000. induction, % at 25 µM;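 active = compounds whose cAMP rise, as percent of the full-agonist control response, exceeds 60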;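 also: rat C6 glioma line stably carrying human EP2 under a CMV promoter; the protocol text gives 20 µM as final concentration; 100% = response of wells given 1 µM PGE2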
Target sequence (P43116 whole entry, looked up): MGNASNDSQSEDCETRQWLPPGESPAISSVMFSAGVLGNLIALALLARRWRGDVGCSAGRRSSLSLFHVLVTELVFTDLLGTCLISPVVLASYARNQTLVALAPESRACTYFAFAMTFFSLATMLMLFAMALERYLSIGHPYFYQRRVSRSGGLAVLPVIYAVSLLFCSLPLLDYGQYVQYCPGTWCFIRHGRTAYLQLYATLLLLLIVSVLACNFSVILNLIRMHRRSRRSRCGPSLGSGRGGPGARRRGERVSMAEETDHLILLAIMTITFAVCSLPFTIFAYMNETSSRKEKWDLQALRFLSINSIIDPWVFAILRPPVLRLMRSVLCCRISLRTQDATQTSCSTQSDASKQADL
m-calpain inh: blocks pig calpain II enzyme activity; purified calpain II, fluorogenic peptide substrate, 30 min; inhibition, % at 16 µM; hit rate 0.37% among 220,000;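 active = inhibition above about 50%, limit read from the data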
BaF3 tox: reduces parental Ba/F3 cell viability, JAK2V617F counter-screen; CellTiter-Glo ATP luminescence; inhibition, % at 5.6 µM; hit rate 1.1% among 220,000;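 active = inhibition above a per-campaign cutoff, the mean inhibition of all tested compounds plus 3 SD, cut at about 27% in these data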;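 also: 0% = DMSO wells and 100% = JAK Inhibitor I control wells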
Ba/F3 V617F tox: lowers viability of Ba/F3 cells expressing EpoR and JAK2V617F | ATP luminescence | inhibition, % at 5.6 µM | hit rate 1.1% among 220,000;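 active = inhibition above the campaign mean plus 3 SD over all tested compounds, cut at about 24% in these data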;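 also: cytokine-independent growth of Ba/F3 cells driven by EpoR plus mutant JAK2; 0% = DMSO-treated cells and 100% = JAK inhibitor I control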
S1P4 agonist: human S1P4 receptor agonism; O95977; S1P4-expressing cell line, agonist reporter assay; activation, % at 4.98 µM; hit rate 0.35% among 220,000; AID 1509; in the data active = activation above about 11%;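 also: 0% = DMSO vehicle and 100% = reference agonist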
zfTRPN1 agonist: agonists of zebrafish TRPN1 channel | HEK293 zebrafish TRPN1-YFP, Fluo-8 calcium fluorescence; 100% = response to 87 µM carbachol | activation, % at 3 µM | hit rate 0.18% among 220,000 | AID 1424;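 active = activation above its plate's cutoff, the mean activation of test wells on that plate plus 3 SD, cut at about 19% in these data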;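 also: 0% = DMSO alone and 100% = 87 µM carbachol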
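Material: zebrafish TRPN1-YFP in HEK293 cells; Doses: single test compound dose, 3 µM nominal, 0.3% DMSO; Timing: dye loading 1 h at 37 °C, then 30 min room temperature; Technique: intracellular calcium fluorescence with Fluo-8; Benchmarks: high carbachol 87 µM, low DMSO alone.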
TRPML3 ag: human mucolipin-3 channel agonism; activation, % at 3 µM; HEK293 TRPML3-YFP, Fluo-8 calcium fluorescence; 100% = the carbachol control signal; hit rate 0.29% among 220,000;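 active = activation above its plate's cutoff, the mean activation of the plate's test wells plus 3 SD, cut at about 12% in these data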;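 also: 0% = DMSO only wells and 100% = carbachol wells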
Target sequence (Q8TDD5 whole entry, looked up): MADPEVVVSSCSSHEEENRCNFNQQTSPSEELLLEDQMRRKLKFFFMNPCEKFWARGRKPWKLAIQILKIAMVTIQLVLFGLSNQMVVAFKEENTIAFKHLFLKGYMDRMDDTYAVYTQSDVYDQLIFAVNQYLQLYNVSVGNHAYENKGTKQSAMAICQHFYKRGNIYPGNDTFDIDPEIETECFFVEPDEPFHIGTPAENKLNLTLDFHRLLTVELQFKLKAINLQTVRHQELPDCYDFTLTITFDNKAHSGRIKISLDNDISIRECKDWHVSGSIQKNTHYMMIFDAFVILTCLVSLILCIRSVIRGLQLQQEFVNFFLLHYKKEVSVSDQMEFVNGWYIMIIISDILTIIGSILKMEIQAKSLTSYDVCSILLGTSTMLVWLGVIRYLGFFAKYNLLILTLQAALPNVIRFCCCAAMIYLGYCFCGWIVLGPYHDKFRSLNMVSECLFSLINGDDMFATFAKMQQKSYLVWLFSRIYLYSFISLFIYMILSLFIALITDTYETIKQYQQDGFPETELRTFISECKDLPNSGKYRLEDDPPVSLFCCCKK
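Material: HEK293 cells stably carrying human TRPML3-YFP; compound dosing: single dose, 3 µM final nominal compound, 0.3% DMSO final; incubation: 1-h 37 °C dye load, 5-s basal, 120-s post-compound reads; technique: Fluo-8 intracellular calcium fluorescence, excitation 470-495 nm, emission 515-575 nm; read-out basis: percent activation from peak-to-basal fluorescence ratio, scaled between DMSO and carbachol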
Numbers without * were called inactive; & = joins results of further samples.

Assay codes: A = PERK inh; B = S1P4 antag; C = EP2 modulator; D = m-calpain inh; E = BaF3 tox; F = Ba/F3 V617F tox; G = S1P4 agonist; H = zfTRPN1 agonist; I = TRPML3 ag
CC(/C=N/NC(=O)c1cccs1)=C\c1ccccc1
  A: 0.5	B: 5.7	C: 4.9	D: 25.0	E: -1.4	F: -1.4	G: 0.2	H: -1.3	I: -0.3

COc1ccc(C(CNC(=O)c2cc3ccccc3cc2OC)N2CCCC2)cc1 (stereo not given)
  A: -2.7	B: -4.6	C: -17.6	D: -30.4	E: 4.0	F: 5.3	G: 1.1	H: 1.0	I: 0.1

CCOC(=O)C(CCCCOc1cccc(CC)c1)C(=O)OCC
  A: 0.4	B: -16.7	C: 24.0	D: -3.3	E: 2.4	F: -2.1	G: -0.7	H: -1.1	I: 0.3

CCOC(=O)C1CCCN(C(=O)COC(=O)c2ccc(C#N)cc2)C1 (stereo not given)
  A: -0.2	B: 6.8	C: 15.6	D: -20.9	E: 4.5	F: 1.8	G: 1.3	H: 1.6	I: 1.1

O=C(Cn1nnc2ccccc2c1=O)N[C@@H](Cc1c[nH]c2ccccc12)C(=O)O
  A: 1.2	B: -23.1	C: -13.1	D: -5.2	E: 1.4	F: -2.4	G: 1.1	H: 0.6	I: -0.7

O=C(CSc1nnc(CCCN2C(=O)c3cccc4cccc(c34)C2=O)n1-c1ccccc1)NCCCO
  A: 0.7	B: -8.3	C: -15.3	D: -4.1	E: 1.2	F: -4.5	G: 1.2	H: -0.7	I: 0.3

CCN1CCN(CCn2c(=S)[nH]c3ccccc3c2=O)CC1
  A: -1.3	B: -11.0	C: 5.0	D: 21.0	E: 1.3	F: -0.4	G: 2.1	H: 2.8	I: 0.8

COc1ccccc1C(=O)Oc1cc(C)[nH]c(=O)c1[N+](=O)[O-]
  A: 1.5	B: 0.8	C: 35.0	D: -4.5	E: 1.2	F: -2.0	G: 2.2	H: -0.1	I: 0.0

CC1=C(C(=O)Nc2ccccc2)C2(CCCCC2)C(C(N)=O)C(=S)N1 (stereo not given)
  A: -0.3	B: -9.7	C: -8.0	D: 5.0	E: -1.1	F: -3.4	G: 0.6	H: 0.7	I: 0.7

O=C1CC(c2ccccc2)CC(O)=C1C=Nc1ccccc1 (stereo not given)
  A: 0.9	B: 16.0	C: -10.2	D: 0.8	E: 2.1	F: -1.9	G: -2.5	H: 0.6	I: 0.2

CCOC(=O)c1[nH]c2cc3c(cc2c1CCCN1C(=O)c2ccccc2C1=O)OCCO3
  A: -0.9	B: 12.9	C: 18.1	D: 10.3	E: -1.7	F: -5.3	G: 0.0	H: -0.7	I: 0.2

O=C(/C=C/Nc1ccc(Br)cc1F)c1ccco1
  A: 0.7	B: -10.1	C: 14.2	D: -21.9	E: 5.2	F: 0.5	G: 0.2	H: -1.3	I: 0.8

O=C(CNS(=O)(=O)c1ccc(Br)cc1)N1CCOCC1
  A: 1.8	B: -12.9	C: 23.4	D: 1.0	E: 3.9	F: -1.5	G: 0.5	H: 0.3	I: 0.5

CC(C)(C)C(=O)C(CO)(Oc1ccc(Cl)cc1)n1cncn1 (stereo not given)
  A: 1.0	B: -1.3	C: 18.8	D: 5.7	E: 1.6	F: -5.0	G: -2.0	H: -0.6	I: 1.0

Nn1c(SCC(=O)NC(=O)NCc2ccccc2)nnc1C1CC1
  A: 0.8	B: -30.0	C: -5.6	D: 17.8	E: -4.3	F: -2.6	G: -1.8	H: -0.1	I: 0.6

c1ccc(Cn2nnc3c(N4CCc5ccccc54)ncnc32)cc1
  A: 1.4	B: -6.4	C: 14.5	D: -154.1	E: 8.1	F: 0.4	G: -1.0	H: 0.8	I: -1.0

Cc1nc2c(C(=O)NCc3ccc4c(c3)OCO4)cnn2c(C)c1Cc1ccc(F)cc1Cl
  A: -0.2	B: -18.9	C: 41.0	D: -13.3	E: 0.3	F: -1.4	G: 2.9	H: 0.2	I: 0.1

CCOC(=O)Cc1csc(SC(C)C(=O)Nc2ccc(NC(C)=O)cc2)n1 (stereo not given)
  A: 0.2	B: 4.0	C: -2.9	D: -12.1	E: 3.9	F: -3.6	G: -0.1	H: -1.0	I: 0.8

CCOC(=O)COc1ccc(/C=C2\NC(=S)N(CC)C2=O)cc1
  A: 1.3	B: 16.9	C: -6.1	D: 21.9	E: 3.9	F: -0.4	G: -2.5	H: 7.6	I: 1.7

COc1ccc2[nH]c(=O)c(CNc3cc(C)ccc3C)cc2c1
  A: 0.8	B: 10.9	C: 0.7	D: -23.5	E: -3.7	F: -0.4	G: -0.4	H: 1.8	I: 0.5

N=c1oc2ccccc2cc1-c1nc(-c2ccccc2)cs1
  A: 0.1	B: -0.7	C: 39.0	D: 6.1	E: 9.2	F: 3.9	G: 3.5	H: 0.6	I: 0.2

Cc1nn2c(N3CCN(C(=O)c4ccco4)CC3)cc(C(C)(C)C)nc2c1-c1ccc(Cl)cc1
  A: 1.8	B: 2.8	C: 2.4	D: -277.4	E: 1.5	F: -4.0	G: -2.9	H: 0.6	I: 1.1

Cc1cc(-n2c(C)cc(C(=O)CSc3nc4ccccc4c(=O)n3Cc3ccco3)c2C)no1
  A: -0.5	B: -6.2	C: 7.7	D: -2.1	E: 1.0	F: 1.2	G: -0.8	H: 2.6	I: 1.0

OCCNc1cc(Cl)ncn1
  A: 1.1	B: -2.7	C: 24.1	D: -29.8	E: 0.0	F: -0.9	G: 1.4	H: 0.5	I: 0.5

O=C(CCC1CCCN(Cc2cccc(Cl)c2)C1)NCc1ccccc1F (stereo not given)
  A: -1.8	B: -4.4	C: -18.6	D: 12.2	E: -0.5	F: -0.8	G: 0.7	H: -1.8	I: -0.7

CCOc1ccc(/C=C/C(=O)Nc2ccc(C(N)=O)cc2)cc1OC
  A: 0.2	B: -20.7	C: -64.4	D: -153.6	E: 3.6	F: -0.3	G: 1.3	H: 3.4	I: 0.8

O=C(CCN1CCCC1)Nc1cccc(Br)c1
  A: 1.4	B: -11.7	C: -21.6	D: 12.9	E: 0.8	F: 0.1	G: 1.7	H: 1.1	I: 1.5

O=Cc1c(N2CCCCCC2)nc2ccccn2c1=O
  A: -1.1	B: -1.9	C: 0.2	D: 8.4	E: 5.6	F: -0.7	G: -0.9	H: -1.4	I: 0.3

CCn1c(=O)c([N+](=O)[O-])c(N2CCN(Cc3ccc4c(c3)OCO4)CC2)c2ccccc21
  A: -2.2	B: -22.2	C: 5.9	D: -41.0	E: -1.1	F: 0.2	G: 1.0	H: -1.6	I: -1.7

O=S(=O)(NC1CCCCC1Sc1ncccn1)c1ccc(Cl)cc1 (stereo not given)
  A: -0.4	B: 7.3	C: 8.7	D: 7.0	E: 2.5	F: 0.4	G: -2.8	H: -1.4	I: -0.5

The final 4 records of the section before are carried over, then new ones follow.
Assay codes: A = PERK inh; B = S1P4 antag; C = EP2 modulator; D = m-calpain inh; E = BaF3 tox; F = Ba/F3 V617F tox; G = S1P4 agonist; H = zfTRPN1 agonist; I = TRPML3 ag
O=C(CCN1CCCC1)Nc1cccc(Br)c1
  A: 1.4	B: -11.7	C: -21.6	D: 12.9	E: 0.8	F: 0.1	G: 1.7	H: 1.1	I: 1.5

O=Cc1c(N2CCCCCC2)nc2ccccn2c1=O
  A: -1.1	B: -1.9	C: 0.2	D: 8.4	E: 5.6	F: -0.7	G: -0.9	H: -1.4	I: 0.3

CCn1c(=O)c([N+](=O)[O-])c(N2CCN(Cc3ccc4c(c3)OCO4)CC2)c2ccccc21
  A: -2.2	B: -22.2	C: 5.9	D: -41.0	E: -1.1	F: 0.2	G: 1.0	H: -1.6	I: -1.7

O=S(=O)(NC1CCCCC1Sc1ncccn1)c1ccc(Cl)cc1 (stereo not given)
  A: -0.4	B: 7.3	C: 8.7	D: 7.0	E: 2.5	F: 0.4	G: -2.8	H: -1.4	I: -0.5

O=C(CSc1nc2ccccc2n1Cc1ccccc1)N/N=C/c1ccccc1C(=O)O
  A: -2.0	B: -5.6	C: 16.4	D: -7.7	E: 2.0	F: -2.0	G: 2.1	H: 2.4	I: 0.1

CCOc1ccc(C2CC(c3ccc(CC)cc3)n3nc(N)nc3N2)cc1 (stereo not given)
  A: -0.3	B: -13.9	C: 12.2	D: 31.0	E: 0.4	F: 2.2	G: 0.1	H: -0.2	I: 0.1

CCOC(=O)c1sc2nc(NC(=O)COc3ccccc3)sc2c1C
  A: 1.0	B: -8.3	C: 29.9	D: -21.1	E: 4.3	F: -2.7	G: 3.4	H: 0.1	I: 0.3

O=C(CN1CCN(S(=O)(=O)c2ccc(F)cc2)CC1)Nc1ccc(Cl)c(C(F)(F)F)c1
  A: -0.2	B: 4.5	C: -7.2	D: 8.8	E: 3.6	F: -1.2	G: 3.2	H: 1.4	I: 15.1*

CCNC(=O)N1CCOCC1
  A: 2.1	B: -0.6	C: -7.8&12.1	D: 1.6	E: 4.4	F: 1.6	G: 0.5	H: 0.1	I: 0.8

COc1cc2ncnc(NCCCN3CCOCC3)c2cc1OC
  A: 0.4	B: -2.0	C: 2.1	D: 5.7	E: 1.8	F: -2.5	G: -0.2	H: -2.9	I: -0.2

O=C(CN1C(=O)COc2ccc(S(=O)(=O)N3CCOCC3)cc21)NCc1ccccn1
  A: 3.5*	B: -1.1	C: -25.0	D: 4.6	E: 3.6	F: -0.8	G: 0.2	H: -0.8	I: -0.6

Cc1oc(C(=O)O)cc1CSCc1ccoc1C(=O)O
  A: 1.6	B: -2.7	C: 27.2	D: -10.8	E: -0.3	F: -1.2	G: -0.3	H: 0.3	I: 0.4

CS(=O)(=O)NCCOc1ccc(S(=O)(=O)N2CCCc3ccccc32)cc1
  A: -0.6	B: 10.9	C: -31.7	D: -49.4	E: 5.6	F: 3.2	G: -0.9	H: -0.6	I: 1.2

COc1ccccc1NC(=O)COC(=O)c1cnccn1
  A: 0.8	B: -1.8	C: 30.6	D: -7.7	E: 3.3	F: -1.2	G: 0.1	H: 0.2	I: 1.2

COC(=O)c1cc2occc2n1Cc1nc(-c2ccc(Cl)cc2)oc1C
  A: 0.9	B: -2.5	C: 32.7	D: -0.6	E: 11.2	F: 4.3	G: -0.1	H: 0.1	I: 0.1

Cc1ccc2oc(Nc3nc(-c4ccccc4)cc(=O)[nH]3)nc2c1
  A: 0.2	B: -8.8	C: -18.5	D: -1.1	E: 8.0	F: 1.9	G: -0.8	H: 0.4	I: 0.8

COc1ccccc1-n1c(CNC(=O)c2ccc(S(=O)(=O)N3CCOCC3)cc2)n[nH]c1=S
  A: 1.5	B: 3.7	C: -3.3	D: -55.9	E: 4.2	F: -0.8	G: 0.1	H: 0.3	I: 1.2

CC(C)N1C(=O)CC(Nc2cccc3cccc(N)c23)C1=O (stereo not given)
  A: 0.5	B: -24.5	C: -21.5	D: 21.4	E: 15.1	F: 5.7	G: 1.3	H: 0.9	I: -0.1

COC(=O)c1cc(-n2cccc2)ccc1N1CCOCC1
  A: -0.4	B: 3.4	C: -16.8	D: -21.2	E: -2.2	F: 0.0	G: 0.4	H: -1.3	I: 0.2

COc1ccc(N2CCN(C(=O)c3cc(N4C(=O)C5C6CCC(C6)C5C4=O)ccc3Cl)CC2)cc1 (stereo not given)
  A: -0.3	B: -19.1	C: -14.4	D: -8.2	E: 2.9	F: -0.1	G: -1.4	H: 3.0	I: 2.1

Cc1cccc(C(=O)Nc2ccc(O)cc2)c1
  A: 1.6	B: -1.0	C: -26.0	D: -10.8	E: 5.1	F: -1.0	G: 0.2	H: 0.3	I: -0.6

Assay outcomes (PubChem BioAssay)
